Assay outcomes as filed in PubChem.
14-3-3 PPI – modulators of 14-3-3 gamma protein binding, primary screen, biochemical, fluorescence polarization | 14-3-3 protein gamma (Homo sapiens), P61981 | FP, 14-3-3gamma / TMR-pS259-Raf peptide binding | inhibition, % at 40 µM | 160,000 compounds, 0.19% hits; in the data active = inhibition above about 30%;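 also: 0% = protein plus tracer without compound and 100% = blank with tracer alone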
Target sequence (P61981 whole entry, looked up): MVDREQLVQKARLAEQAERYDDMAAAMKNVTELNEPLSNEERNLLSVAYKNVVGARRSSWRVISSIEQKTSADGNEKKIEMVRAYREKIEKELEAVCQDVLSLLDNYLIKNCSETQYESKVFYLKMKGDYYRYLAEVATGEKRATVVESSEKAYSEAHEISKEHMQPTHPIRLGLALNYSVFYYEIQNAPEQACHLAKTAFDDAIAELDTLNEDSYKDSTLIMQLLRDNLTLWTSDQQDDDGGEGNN
Active calls of the source: *; & = joins results of further samples. A portion of the library, so the mix of outcomes need not match the whole.

14-3-3 PPI	Structure
-3.0	CCSc1nnc2c(n1)OC(c1cccs1)N(C(=O)CC)c1ccccc1-2 (stereo unspecified)
-20.7	O=C(c1cc(-c2ccc3c(c2)OCO3)on1)N(C1CCCCC1)C1CCCCC1
3.8	CCc1cc2c(=O)c(-c3ccc4c(c3)OCCO4)coc2cc1OC(=O)c1ccco1
-5.3	COc1ccc(-c2nc(CS(=O)CC(=O)N3CCCC3)c(C)o2)cc1 (stereo unspecified)
-3.6	O=C(NCc1ccccc1)c1ccc(OC2CSC2)cc1
-8.7	CN1C(=O)c2c(NCc3ccccc3)cc([N+](=O)[O-])cc2S1=O (stereo unspecified)
-8.1	O=C(NCCCN1CCN(c2ccc(F)cc2)CC1)C1C2C=CC3(CN(Cc4ccccc4Cl)C(=O)C13)O2 (stereo unspecified)
-8.8	CCOC(=O)CSC1=Nc2ccccc2C2=NC(CC(=O)NCc3ccccc3)C(=O)N12 (stereo unspecified)
-13.5	CCN(CCCNC(=O)c1cc(-c2ccccc2)nc2ccccc12)c1cccc(C)c1
-2.1	O=C(CSc1cn(Cc2ccccc2Cl)c2ccccc12)Nc1ccccc1
-3.1	Cc1csc(SCCn2c(N3CCCC3)nc3c2c(=O)[nH]c(=O)n3C)n1
1.4	Cc1nc2nc(-c3ccccc3)nn2c(C)c1Cl
-1.4	CC(=O)OCC1=C(C(=O)O)N2C(=O)[C@@H](NC(=O)CSc3ccncc3)[C@H]2SC1
-5.0	Cc1cc(S(=O)(=O)NCC(C)C)ccc1OCC(=O)N1CCOCC1
4.4	Cc1ccccc1CSc1ncccc1C(=O)Oc1cccc([N+](=O)[O-])c1
-14.9	O=C1CC(c2ccccc2)CC2=C1C(c1cccs1)Nc1ccc(C(=O)c3ccccc3)cc1N2 (stereo unspecified)
-42.0	N#CC1Cn2c(nc3c(c2=O)C2(CCCC2)Cc2ccccc2-3)S1 (stereo unspecified)
-10.3	CCCCN(C)C(=O)C1c2ccccc2C(=O)N(Cc2ccc(F)cc2)C1c1ccc(OC)cc1 (stereo unspecified)
-15.3	CC(=O)N1CCc2cc(S(=O)(=O)NC(CC(C)C)C(=O)N3CC=C(c4ccccc4)CC3)ccc21 (stereo unspecified)
3.3	Cc1c(NC(=O)COc2ccc(I)cc2)c(=O)n(-c2ccccc2)n1C
0.1	Cc1onc(-c2ccccc2Cl)c1C(=O)NCCSc1c[nH]c2ccccc12
-2.0	CCOc1ccccc1-n1c(SCC(=O)NC(C)CC)nnc1-c1ccoc1C (stereo unspecified)
-4.5	CCCCNC(=O)CSC1=Nc2ccccc2C2=NC(Cc3ccccc3)C(=O)N12 (stereo unspecified)
4.1	C=CCn1c(SCC(=O)Nc2ccc(C)c(F)c2)nnc1-c1ccco1
-1.6	COc1ccc(-c2nnc(SCC(=O)Nc3cccc(Cl)c3)o2)cc1
-16.0	c1nc2n(n1)C1(CCCCC1)C1=C(CCCC1)N2
0.8	COc1ccc(C2CC(C(F)(F)F)n3nc(C(=O)Nc4cccc(O)c4)cc3N2)cc1 (stereo unspecified)
1.9	N#CC1C(=O)NC(N2CCN(c3ccccc3)CC2)=NC12CCCCC2 (stereo unspecified)
-8.8	CCOc1cc2c(cc1OCC)C(c1ccccc1)N(c1ccc(OC)cc1)C(=O)C2 (stereo unspecified)
-6.7	O=C(Nc1ccc(NC(=O)C2CC2)cn1)c1ccccc1Cl

The closing 6 compounds of the part before lead into the next.
14-3-3 PPI	Structure
-1.6	COc1ccc(-c2nnc(SCC(=O)Nc3cccc(Cl)c3)o2)cc1
-16.0	c1nc2n(n1)C1(CCCCC1)C1=C(CCCC1)N2
0.8	COc1ccc(C2CC(C(F)(F)F)n3nc(C(=O)Nc4cccc(O)c4)cc3N2)cc1 (stereo unspecified)
1.9	N#CC1C(=O)NC(N2CCN(c3ccccc3)CC2)=NC12CCCCC2 (stereo unspecified)
-8.8	CCOc1cc2c(cc1OCC)C(c1ccccc1)N(c1ccc(OC)cc1)C(=O)C2 (stereo unspecified)
-6.7	O=C(Nc1ccc(NC(=O)C2CC2)cn1)c1ccccc1Cl
-2.9	CCOC(=O)C(CC)P(=O)(c1ccccc1)c1ccccc1 (stereo unspecified)
-8.2	CCCS(=O)(=O)c1nc(S(=O)(=O)c2ccc(C)cc2)c(NCCCN2CCOCC2)s1
-7.2	N/C(=N\S(=O)(=O)c1ccccc1)c1ccccc1
-3.8	COc1cccc(NC(=O)Cn2nnc(-c3ccccc3N)n2)c1
-3.7	Cc1ccccc1CN1CCN(CC(=O)NC2CCCCCCC2)C1=O
-5.0	COc1ccc2cc3cc(C(=O)NCCCN4CCN(Cc5ccccc5)CC4)oc3nc2c1
-4.2	COc1ccc(C2SCC(=O)N2c2ccccc2)cc1 (stereo unspecified)
1.8	COc1ccc(-c2nc(SCc3ccccc3F)c3c(=O)n(C)c(=O)n(C)c3n2)cc1
7.2	O=C(NCc1ccco1)c1cccc(NS(=O)(=O)c2ccc(Br)cc2)c1
3.0&-12.1	CC1CCCN(c2ncnc3c2cnn3-c2ccccc2)C1 (stereo unspecified)
-4.7	COc1cc(C2NC(=O)NC(C)=C2C(=O)OC(C)(C)C)ccc1OCC(=O)O (stereo unspecified)
2.1	CCn1nnc(NC(=O)c2cc3ccccc3o2)n1
-7.2	COC(=O)c1ccc(OC(=O)c2ccco2)cc1
-7.5	Cc1cc(Cl)ccc1Oc1cc(C(F)(F)F)ccc1NC(=O)c1cccnc1
-0.9	COc1ccccc1OCCn1c(C(C)O)nc2ccccc21 (stereo unspecified)
6.0	CCc1cccc(NC(=O)CCNC(=O)Cn2ccc3ccccc3c2=O)c1
3.0	Clc1ccc(CSc2nnc(-c3ccncc3)o2)cc1
2.1	CC(C)n1c(=S)[nH]c2c1c(=O)n(C)c(=O)n2C
0.0	COC(=O)c1ccc2c(=O)n(CCC3=CCCCC3)c(SCC(=O)c3ccccc3)nc2c1
-2.2	O=C1c2ccccc2NC2CCCCC12 (stereo unspecified)
-6.5	O=C(Cn1c(-c2ccccc2)noc1=O)Nc1ccc(N2CCCCCC2)cc1
-10.2	CCOC(=O)c1cnc2c(OC)cccc2c1Nc1ccc(OC)c(OC)c1
-9.5	COc1ccc2cc(CCNC(=O)c3ccc(Br)o3)c(=O)[nH]c2c1
10.7	CCOc1ccc(NC(=NS(=O)(=O)c2ccc(Br)cc2)Nc2nc(C)cc(C)n2)cc1
1.2	COc1ccc(OC)c(C2C(=O)N(C3CCC(C)CC3)CC(=O)N2Cc2ccc(C)cc2)c1 (stereo unspecified)
-4.8	CCOc1ccc(-c2nnc3sc(-c4ccccc4OC)nn23)cc1
-22.8	CS(=O)(=O)Nc1cccc(C2=NN(S(=O)(=O)c3ccccc3)C(c3cccs3)C2)c1 (stereo unspecified)
-17.8	Cc1cc(C)n(CC(=O)n2c3ccccc3c3ccccc32)n1
1.1	COC(=O)c1cc(=O)n(C2CC2)c(=NC2CC2)s1
-1.7	Cc1cc(C(=O)Nc2cccc(-c3nc4ccccc4[nH]3)c2)ccc1[N+](=O)[O-]

The last three records of the part above lead into the next.
14-3-3 PPI	Structure
-17.8	Cc1cc(C)n(CC(=O)n2c3ccccc3c3ccccc32)n1
1.1	COC(=O)c1cc(=O)n(C2CC2)c(=NC2CC2)s1
-1.7	Cc1cc(C(=O)Nc2cccc(-c3nc4ccccc4[nH]3)c2)ccc1[N+](=O)[O-]
-6.4	CCCCNC(=O)c1ccc(CS(=O)(=O)c2ccc(OC)cc2)o1
3.8	O=C(CCc1nc2ccccc2[nH]1)Nc1ccccc1
-2.2	CCCCSc1nnc([C@@H]2CCCN2C(=O)OC(C)(C)C)o1
3.1	O=C(NCCCSC1CCCCC1)c1cccc(N2CCCC2=O)c1
-10.1	CCCCC1CCC(C(=O)Nc2c(C)n(C)n(-c3ccccc3)c2=O)CC1 (stereo unspecified)
-12.9	COc1cccc(C2C3=C(CCCC3=O)Nc3ncnn32)c1OC (stereo unspecified)
-18.0	O=C(CSc1nc2c(sc3ccccc32)c(=O)n1Cc1ccccc1)NCc1ccco1
-6.6	COc1ccc(C(=O)Oc2ccc(C=Nc3ccccc3)cc2[N+](=O)[O-])cc1
-12.5	COC(=O)c1[nH]c2cc(C)ccc2c1NC(=O)CN1CCc2cc(OC)c(OC)cc2C1
-61.8	Cc1ccc(C2C(C#N)=C(N)SC(N)=C2C#N)cc1
0.0	CSc1nc2ccc(N=Cc3cccc(Cl)c3)cc2s1
-0.5	COc1cc(OC)c(-n2cc(-c3ccc(Br)cc3)[nH]c2=O)cc1Cl
-0.4	O=C(c1cnsn1)N1CCN(c2ccccc2)CC1
-24.1	Cc1ccc(-c2csc(-c3cc4c(ccc5ccccc54)oc3=O)n2)cc1
-1.8	Cc1cccc(NC(=O)Cn2c(=O)c3ccccc3n(C)c2=O)n1
-48.6	CCCSc1oc(-c2ccccc2)nc1S(=O)(=O)c1ccccc1
-6.2	O=C(NCc1ccc2c(c1)OCO2)c1ccc(Cn2c(=O)[nH]c3ccsc3c2=O)cc1
-1.5	Oc1ccc(-c2nc3ccc4ccccc4c3c3c2CCC3)c(O)c1
-2.8	Cc1ccc(-n2c(Cc3cccn3C)nnc2SCC(N)=O)cc1
-1.9	Cc1nnc(SCc2cc(=O)n3[nH]cnc3n2)s1
2.4&0.9	COc1ccc(CC(=O)Nc2ccc(N3CCN(c4ccc(OC)cc4)CC3)c(C#N)c2)cc1
-33.6	O=C(Nc1cccnc1Cl)c1cc(-c2cccs2)on1
-17.8	O=C1c2ccccc2-c2nc3ccccc3n21
-1.1	COc1ccc(CCn2c(C)cc(C(=O)CSc3nnnn3C)c2C)cc1
-1.2	COc1ccc(C2=NS(=O)(=O)c3ccccc3N2)cc1OC
-2.9	COc1ccc(C2C(C(C)=O)=C(Nc3ccc(Br)cc3)CC(C)(O)C2C(C)=O)cc1OC (stereo unspecified)
-9.2	CCS(=O)(=O)Nc1ccc(C(=O)CC2(O)C(=O)Nc3ccc(Br)cc32)cc1 (stereo unspecified)
-5.0	CCOC(=O)c1cccnc1SCC(=O)N(C)c1ccccc1
-4.2	CCOC(=O)C1=CN(C(C)C)C=C(C(=O)OCC)C1c1cccs1
-1.7	Oc1ccccc1-c1nc2cnccn2c1Nc1ccc2c(c1)OCCO2
-10.5	Nc1c(C(=O)NC2CCCCC2)sc(=S)n1-c1cccc(C(F)(F)F)c1
1.1	CC(=O)N1CCc2cc(S(=O)(=O)N3CCOCC3)ccc21
-5.5	CC(C)Oc1ccc(C(=O)N(CN2CCCC2=O)c2ccc(F)cc2)cc1
-1.6	O=C(/C=N/O)Nc1ccccc1C(=O)O
-8.0	COc1cccc(CNC(=O)c2c[nH]n3c(=O)c(Cc4ccccc4F)c(C)nc23)c1
-5.7	Cc1cc(N2CCC(C)CC2)nc2ccc(NC(=O)CCC(=O)N3CCC(Cc4ccccc4)CC3)cc12
-10.5	c1ccc(N2CCN(c3nc(N4CCOCC4)c4ccccc4n3)CC2)cc1
2.7	Cc1oc(C(=O)O)cc1COc1ccc2ccc(=O)oc2c1
4.8	Cc1ccc(OCc2nc(C#N)c(N3CCCC3)o2)cc1
-1.6	CN(CC(=O)Nc1nccs1)S(=O)(=O)c1ccc(F)cc1
-2.1	O=S(=O)(CCc1nc2ccccc2o1)c1ccc(Br)cc1
-0.9	COc1ccc(NC(=O)CCc2nc(-c3ccccc3F)no2)cc1
2.5	CCN(CC)C(=O)CSc1ncnc2c1nnn2-c1ccc(F)cc1
-4.5	O=C(Nc1ccncc1)c1ccc([N+](=O)[O-])cc1Cl
0.9	Cc1nnc(NC(=O)c2ccccc2Cl)s1
-2.4	COc1ccc(-c2cc(C(F)(F)F)n3nc(C(=O)NC(C)C)c(Cl)c3n2)cc1OC
5.8	COc1ccc(C(=O)Nc2ccc(NC(=O)C34CC5CC(CC(C5)C3)C4)cc2)cc1
-1.6	O=C(NCc1cccs1)c1cc2c(s1)-c1ccccc1OC2
-12.3	Cc1nc(N)sc1-c1csc(Nc2cccc([N+](=O)[O-])c2)n1
-10.2	COc1ccc(C)cc1NC(=O)c1oc2ccc(S(=O)(=O)N3CC(C)CC(C)C3)cc2c1C (stereo unspecified)
-11.6	Cc1ccc(Nc2nc(CSc3nnnn3C)cs2)cc1
-8.5	CN1C(=O)c2ccccc2Sc2ccc(C(=O)NCCN3CCOCC3)cc21
-2.2	COc1ccc(-c2cn3c(C)c(C(=O)N4CCN(c5ccccc5F)CC4)sc3n2)cc1
-41.0	COc1ccc(C)cc1NS(=O)(=O)c1cc(Br)cc2c1N(C(=O)C1CC1)CC2
-2.4	C#CCOc1ccc2c(c1)c(C(=O)OCC)c(C)n2-c1ccc(N(C)C)cc1
-16.9&-13.0	COc1cccc(NC(=O)Cn2c(-c3cncs3)nc3ccccc32)c1
-34.9	C=CCSc1nnc2nc3c(nn12)c1cc(C)ccc1n3CC=C
-10.7&-15.0	Cc1cc(C)cc(NS(=O)(=O)c2ccc3[nH]cc(C(=O)NCc4ccco4)c(=O)c3c2)c1
1.3	CCOC(=O)C1=C(C(F)(F)F)Nc2nnnn2C1c1ccc(Cl)cc1 (stereo unspecified)
6.7	COc1ccccc1N(CC(=O)NC1CC1)S(=O)(=O)c1ccc(C)cc1

Next compounds follow.
14-3-3 PPI	Structure
-8.6	COc1ccc(Nc2nc(-c3cc4cc(Br)ccc4oc3=O)cs2)cc1OC
-19.6	Cc1cc(C)cc(-n2cc(-c3ccc4c(c3)OCO4)[nH]c2=O)c1
-5.4	O=C(Nc1cc(C(F)(F)F)ccc1Cl)c1cc(S(=O)(=O)NCc2ccccc2)ccc1F
-14.5	Cc1ccccc1Nc1nnc(C)c(=O)[nH]1

Six entries out of the list, arranged by molecular weight, rising.
14-3-3 PPI	Structure
-14.5	Cc1ccccc1Nc1nnc(C)c(=O)[nH]1
-19.6	Cc1cc(C)cc(-n2cc(-c3ccc4c(c3)OCO4)[nH]c2=O)c1
-16.9&-13.0	COc1cccc(NC(=O)Cn2c(-c3cncs3)nc3ccccc32)c1
6.7	COc1ccccc1N(CC(=O)NC1CC1)S(=O)(=O)c1ccc(C)cc1
-10.7&-15.0	Cc1cc(C)cc(NS(=O)(=O)c2ccc3[nH]cc(C(=O)NCc4ccco4)c(=O)c3c2)c1
-8.6	COc1ccc(Nc2nc(-c3cc4cc(Br)ccc4oc3=O)cs2)cc1OC
